High-throughput results (PubChem BioAssay)
MLL CXXC-DNA inh: blocks binding of human MLL CXXC domain to DNA. AID 2662. Potency, µM (titrated, usually from 115 µM), inactives show top-dose activity change, negative = inhibition, usual class: inhibitors. hit rate 0.037% among 290,000. MLL-CXXC / FITC-HOXA9 DNA fluorescence polarization. Q03164; active means well fitted inhibition curve with a large enough effect in the polarisation, with a control signal flat, not every such curve was filed as active; inconclusive means small, poorly fitted or top-dose-only effect, or effect the other way, or a change in a side signal; inactive means no such curve, though single readings can be large or run the other way; the % refers to the polarisation; further: potency means the concentration at half of the fitted maximal effect
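Fluorescence polarization: 7 uM MLL-CXXC (stock) preincubated 5 min with compounds, then 50 nM fluorescein-HOX-A9 DNA (stock) added; 30 min ambient. Buffer 50 mM Tris-HCl pH 7.5, 50 mM NaCl, 1 mM DTT, 0.05% BSA.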
GALK inh: inhibitors of human galactokinase; P51570; Purified GALK, Kinase-Glo residual ATP luminescence; Potency, µM (series often up to 57.5 µM), for inactives: top-dose activity change, negative = inhibition, most hits filed as inhibitors; hit rate 0.007% among 270,000; AID 1868; further: potency means the concentration at half of the fitted maximal effect; on the % scale 0 is the no-effect control and ±100 the full control effect
Target sequence (P51570 whole entry, looked up): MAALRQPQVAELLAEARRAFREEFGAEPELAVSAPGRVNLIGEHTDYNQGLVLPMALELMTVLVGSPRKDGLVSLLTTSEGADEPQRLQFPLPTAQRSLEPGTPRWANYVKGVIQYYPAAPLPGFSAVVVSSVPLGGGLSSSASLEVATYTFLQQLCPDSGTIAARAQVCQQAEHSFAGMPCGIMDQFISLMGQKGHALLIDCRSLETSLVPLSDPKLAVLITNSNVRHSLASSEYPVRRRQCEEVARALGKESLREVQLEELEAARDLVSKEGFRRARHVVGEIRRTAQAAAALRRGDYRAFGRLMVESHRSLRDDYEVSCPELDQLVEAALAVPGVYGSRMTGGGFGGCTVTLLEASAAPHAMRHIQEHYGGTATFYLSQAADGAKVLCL
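Kinase-Glo Plus luminescence measured ATP left after a 1 h room-temperature reaction. The reaction used 5 nM GALK, 100 uM galactose and 35 uM ATP at pH 8.0 (20 mM HEPES, 5 mM MgCl2, 60 mM NaCl, 1 mM DTT, 0.01% BSA).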
KCNH2 WT inh: blocks the wildtype human KCNH2 potassium channel; AID 720551; hit rate 0.37% among 340,000; Q12809; U2OS, BacMam KCNH2, thallium flux FluxOr; hits give low values; activity change, % at 1.84 µM;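 active means maximum activity change below -70%; inconclusive means maximum activity change between -70% and -50%; inactive means maximum activity change above -50%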; further: on the % scale 0 is the no-effect control and ±100 the full control effect
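U2OS cells transduced with wild-type KCNH2 virus are loaded with FluxOr dye for 45 min, and thallium flux is measured in kinetic reads before and after stimulation buffer. Rate constants are normalized to DMSO controls.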
KCNH2 3.1 inh: inhibitors of human KCNH2 3.1 potassium channel isoform; U2OS KCNH2 3.1, thallium flux FluxOr; hits give low values; activity change, % (tested at about 1.8 µM); hit rate 0.95% among 340,000; AID 720553;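 active means maximum activity change below -70%; inconclusive means maximum activity change from -70% to -50%; inactive means maximum activity change above -50%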;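 further: thallium influx rate constant from kinetic fluorescence after stimulation buffer; on the % scale 0 is the no-effect control and ±100 the full control effect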
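Thallium flux via FluxOr fluorescence (Red40 quencher, 45 min loading) in U2OS cells virally expressing the KCNH2 3.1 isoform (1.77 x 10^8 /mL virus, overnight at 37 C). Rate constants from 2-min kinetic reads post-stimulation, normalised to positive and negative controls.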
TRPV1 agonist: activates the human vanilloid receptor TRPV1; AID 540275; hit rate 0.19% among 320,000; activation, % at 8.33 µM; Q8NER1; TRPV1-expressing cells, Fluo-8 calcium influx, agonist mode; in the data active means activation above about 80%; inconclusive means between about 30% and that limit; further: 0% is about no effect
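Cells expressing TRPV1 were dye-loaded with Fluo-8 and read kinetically: 10 s baseline, 3 min after compound (agonist portion), then 2 min after EC20 capsaicin (allosteric enhancer portion). Calcium-bound dye fluorescence at 480/520 nm.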
B2AR arrestin: beta2AR (human) beta-arrestin recruitment activity. P07550. beta-arrestin recruitment to beta2AR, cell-based reporter. Potency, µM (series often up to 46.1 µM), for the others: top-dose activation, hits mostly activators. hit rate 0.02% among 330,000;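 further: potency means the concentration at half of the fitted maximal effect; 0% = DMSO controls and full agonism = EC100 isoproterenol or metaproterenol; nearly all actives have a fitted effect of over 65% in size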
Target sequence (P07550 whole entry, looked up): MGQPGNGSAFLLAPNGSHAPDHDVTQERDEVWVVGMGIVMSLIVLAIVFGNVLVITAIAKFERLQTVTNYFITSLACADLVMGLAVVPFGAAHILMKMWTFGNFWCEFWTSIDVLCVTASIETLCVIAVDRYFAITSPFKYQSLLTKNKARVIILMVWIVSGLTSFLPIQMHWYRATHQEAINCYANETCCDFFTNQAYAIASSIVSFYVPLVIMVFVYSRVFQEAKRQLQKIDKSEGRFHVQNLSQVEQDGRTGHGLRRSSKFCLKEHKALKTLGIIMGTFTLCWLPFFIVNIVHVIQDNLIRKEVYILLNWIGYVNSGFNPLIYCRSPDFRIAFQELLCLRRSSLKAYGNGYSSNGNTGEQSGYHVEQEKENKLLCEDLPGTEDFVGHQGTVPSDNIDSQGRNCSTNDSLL
Menin-MLL TR inh: displaces Texas Red mutant MLL peptide from human menin | hit rate 0.23% among 270,000 | AID 1768 | Potency, µM (highest dose often 61.6 µM), without a hit: top-dose FP activity change, negative = inhibition, hits mostly inhibitors | Menin + Texas Red MLL mutant peptide, fluorescence polarization; active means well fitted inhibition curve with a large enough effect in the polarisation, with a control signal flat, not every such curve was filed as active; inconclusive means small, poorly fitted or top-dose-only effect, or effect the other way, or a change in a side signal; inactive means no such curve, though single readings can be large or run the other way; the % refers to the polarisation; further: potency means the concentration at half of the fitted maximal effect; % of control where 0% means no effect; many of its hits are not listed in these tables
FBPA coupling cs: coupling enzyme interference in Giardia aldolase counter-screen; coupling enzyme system counterscreen, AmpLite Red fluorescence; activity change, negative = inhibition, % at 58.2 µM, hits read low; hit rate 0.67% among 290,000; AID 2472; in the data active means activity change below about -30%; further: on the % scale 0 is the no-effect control and ±100 the full control effect
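Compounds tested against the coupling enzymes alone at 57.5 uM final; readout was AmpLite Red fluorescence (525/598 nm) after 20 min at RT.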
Giardia kill: kills Giardia lamblia. Giardia lamblia trophozoite viability. activity change, % at 7.66 µM, hits read low. hit rate 0.15% among 340,000; in the data active means activity change below about -80%; inconclusive means between about -30% and that limit;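 further: parasites exposed to compound for two days anaerobically before the ATP read; on the % scale 0 is the no-effect control and ±100 the full control effect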
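Viability, read as ATP luminescence: trophozoites at 100 cells/well, compound added, 48 hrs anaerobic at 37 deg C, then 15-30 min room-temperature development before reading.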
USP2a inh: inhibitors of human ubiquitin-specific protease USP2a | AID 463254 | USP2 core, Ub-CHOP2 coupled fluorogenic reporter, 485/531 | O75604 | hit rate 0.01% among 330,000 | Potency, µM (top dose mostly 38.3 µM), for inactives: at the highest dose activity change, negative = inhibition, usual class: inhibitors;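 further: potency means the concentration at half of the fitted maximal effect; plate controls were DMSO wells for no effect and full inhibition by NEM control for full effect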
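Cell-free coupled assay: 10nM USP2 core preincubated 30min RT with compound in Tris-HCl pH 8.0/CaCl2/CHAPS buffer, then 25nM Ub-CHOP2 and 25nM reporter substrate; fluorescence (Ex 485/Em 531) read after 60min RT, normalized to NEM inhibition, concentration-response curves fitted.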
PKM2 activator: activators of human pyruvate kinase M2. hit rate 0.34% among 260,000. Potency, µM (series often up to 57.5 µM), for the others: top-dose activation, most hits filed as activators. P14618. purified PKM2, Kinase-Glo ATP luminescence, activation; response scale: 0% is enzyme alone, no compound. AID 1631; further: potency means the concentration at half of the fitted maximal effect; on the % scale 0 is the no-effect control and ±100 the full control effect; nearly all actives have a fitted effect of over 55% in size
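ATP formation by purified human PK-M2, quantified via coupled luciferase luminescence after 1 h at room temperature with 0.1 mM ADP and 0.5 mM PEP final.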
An asterisk follows results filed as active; ? = inconclusive; · = no result given; [ ] = another dose, or the depositor's remark. Unless noted, the call rests on the fitted dose curve; in most records, active means well fitted curve in the direction sought with a large enough effect; inconclusive means small, poorly fitted or top-dose-only effect, or another doubt; inactive means no such curve, though single readings can be large; an effect the other way counts as inactive or inconclusive. Some of the compounds tested; the hit share may differ from the screen's.

SMILES	MLL CXXC-DNA inh	GALK inh	KCNH2 WT inh	KCNH2 3.1 inh	TRPV1 agonist	B2AR arrestin	Menin-MLL TR inh	FBPA coupling cs	Giardia kill	USP2a inh	PKM2 activator
O=C(c1cc(-c2ccncc2)nc2ccc(Br)cc12)N1CCN(c2ccccn2)CC1	3%	0%	2	-2	1	·	?	1	-10	·	4%
O=C(CSc1nnc(-c2ccccc2)n1Cc1ccccc1)N1CCCC1	-4%	-2%	-5	-4	4	0.4%	5%	-2	6	1%	-9%
CC1CCN(CCC(=O)N/N=C/c2ccc([N+](=O)[O-])cc2)CC1	3%	7%	40	-12	0	-0.2%	-11%	3	-11	0%	-6%
COc1ccc(CSc2nnc(C)s2)cc1F	8%	5%	2	-7	14	0.0%	3%	3	-2	0%	0%
CCC(=O)Nc1cccc(NC(=O)c2ccc(C)cc2Cl)c1	-3%	5%	-1	0	5	-1.0%	-1%	-2	13	4%	-5%
O=C1c2cc(S(=O)(=O)NCCO)ccc2-c2ccc(S(=O)(=O)NCCO)cc21	-5%	-1%	-3	9	-1	0.4%	10%	0	-7	12%	5.6µM*
COc1ccc(S(=O)(=O)N2CCC(C(=O)NCCC(=O)Nc3cccc(OC)c3)CC2)cc1	-4%	0%	3	-17	1	-1.1%	·	·	-23	-1%	·
CCOc1ccccc1C1C(C#N)=C(N)Nc2onc(-c3ccccc3)c21 (stereo not given)	1%	-4%	-1	7	0	0.1%	2%	-6	4	-2%	1%
O=C(Nc1cccc(-c2ccc3nncn3n2)c1)c1ccco1	10%	1%	-12	-2	0	-0.7%	4%	1	22	-1%	9%
Cc1ccccc1NC(=O)c1cccc(N2C(=O)C3C4CCC(C4)C3C2=O)c1 (stereo not given)	-1%	-1%	-4	-7	0	-0.2%	11%	0	-11	1%	0%
Cc1ccc(OCCNC(=O)C2CCCCC2)cc1	1%	0%	-7	-6	?	0.2%	?	1	4	1%	1%
O=C1COc2ccc(S(=O)(=O)NCc3ccc(Cl)cc3)cc2N1	3%	2%	-14	-2	4	0.2%	·	·	47[activator]	2%	·
CSc1ccc(CN(C)CC(=O)Nc2cccc(Br)c2)cc1	6%	0%	13	5	16	-0.4%	2%	-10	20	2%	5%
CC1CCCC(C)N1/N=C/c1ccccc1C(=O)O (stereo not given)	0%	13%	4	-3	7	0.1%	2%	0	?	-1%	-9%
O=C(Nn1c(C2CCCCC2)nc2ccccc2c1=O)c1ccc([N+](=O)[O-])cc1	-7%	0%	3	16	?	-0.1%	7%	13	20	-1%	-6%
COc1cccc(NC(=O)CN(C)C(=O)c2ccc(NS(=O)(=O)c3ccc(F)cc3)cc2)c1	·	·	4	1	0	0.2%	·	·	-5	2%	·
Cc1c(N(CC(=O)O)S(=O)(=O)c2ccccc2)c(=O)n(-c2ccccc2)n1C	1%	6%	-12	-3	1	-0.2%	-5%	8	-8	1%	4%
CN1CCN(c2ccc(CNS(=O)(=O)c3ccsc3)cc2)CC1	4%	4%	-1	-4	1	0.6%	·	0	11	0%	-2%
CCn1cc(C(=O)OCC(=O)N2C(C)CCCC2C)c(=O)c2ccc(C)nc21 (stereo not given)	-11%	5%	-12	-5	4	0.3%	-27%	2	14	0%	-4%
COc1ccccc1NC(=O)Cn1cnc2c(cnn2-c2ccc(C)c(C)c2)c1=O	-9%	0%	-9	-10	14	-0.4%	12%	0	10	-2%	-1%

Records listed so far that bear a hit mark in PKM2 activator:
| Compound | MLL CXXC-DNA inh | GALK inh | TRPV1 agonist | B2AR arrestin | Menin-MLL TR inh | PKM2 activator |
| --- | --- | --- | --- | --- | --- | --- |
| O=C1c2cc(S(=O)(=O)NCCO)ccc2-c2ccc(S(=O)(=O)NCCO)cc21 | -5% | -1% | -1 | 0.4% | 10% | 5.6µM* |

Remaining list, next part
SMILES	MLL CXXC-DNA inh	GALK inh	KCNH2 WT inh	KCNH2 3.1 inh	TRPV1 agonist	B2AR arrestin	Menin-MLL TR inh	FBPA coupling cs	Giardia kill	USP2a inh	PKM2 activator
COC(=O)c1ccc(N(C(=O)c2ccco2)C(C(=O)NC2CCCC2)c2ccco2)cc1 (stereo not given)	1%	0%	2	1	4	-0.5%	-23%	0	15	-2%	5%
CCN(CC)S(=O)(=O)c1ccc(Cl)c(C(=O)NC2CCCC2)c1	2%	1%	0	8	17	0.2%	-1%	3	9	3%	-3%
COc1ccc(NC(=O)CCN2CCN(Cc3ccccc3)CC2)c(OC)c1	5%	-9%	-6	6	-3	-0.6%	1%	2	-8	0%	1%
O=C(N[C@@H]1CCC(=O)N(CC[C@H](Sc2ccccc2)c2ccccc2)CC1)OCc1ccccc1	-4%	·	-5	4	6	0.0%	-1%	3	17	-1%	-1%
COc1ccc(-c2nc3c(-c4ccc(F)cc4)cnn3cc2C)cc1F	-3%	0%	8	-11	2	-1.0%	-4%	2	19	1%	-2%
O=C(C1CCN(Cc2ccc(OCc3ccccc3)cc2)CC1)N1CCCC1	-1%	1%	20	-5	-1	-0.9%	-28%	-4	5	1%	-21%
O=C(CNC(=O)c1ccc(Br)o1)NCc1cccc(Cl)c1	-4%	0%	6	12	0	-0.1%	·	·	6	2%	1%
Fc1cccc(NC(=S)N2CCCCC2)c1	0%	-1%	5	?	0	0.5%	2%	0	-19	0%	2%
O=C(NNC(=S)Nc1ccccc1)c1cccs1	0%	3%	3	4	-1	0.1%	-2%	2	-2	1%	-13%
CCSc1nc2ccccc2n1CC(=O)N1CCCCC1	8%	0%	-1	0	6	0.2%	-17%	3	-6	1%	0%

Compound profiles, as listed above. Order of screens: MLL CXXC-DNA inh | GALK inh | KCNH2 WT inh | KCNH2 3.1 inh | TRPV1 agonist | B2AR arrestin | Menin-MLL TR inh | FBPA coupling cs | Giardia kill | USP2a inh | PKM2 activator
O=C(CNC(=O)c1ccc(Br)o1)NCc1cccc(Cl)c1 is entered as -4% | 0% | 6 | 12 | 0 | -0.1% | · | · | 6 | 2% | 1%
CCSc1nc2ccccc2n1CC(=O)N1CCCCC1 is entered as 8% | 0% | -1 | 0 | 6 | 0.2% | -17% | 3 | -6 | 1% | 0%
O=C(C1CCN(Cc2ccc(OCc3ccccc3)cc2)CC1)N1CCCC1 is entered as -1% | 1% | 20 | -5 | -1 | -0.9% | -28% | -4 | 5 | 1% | -21%
COc1ccc(NC(=O)CCN2CCN(Cc3ccccc3)CC2)c(OC)c1 is entered as 5% | -9% | -6 | 6 | -3 | -0.6% | 1% | 2 | -8 | 0% | 1%
COc1ccc(-c2nc3c(-c4ccc(F)cc4)cnn3cc2C)cc1F is entered as -3% | 0% | 8 | -11 | 2 | -1.0% | -4% | 2 | 19 | 1% | -2%

Continuation.
SMILES	MLL CXXC-DNA inh	GALK inh	KCNH2 WT inh	KCNH2 3.1 inh	TRPV1 agonist	B2AR arrestin	Menin-MLL TR inh	FBPA coupling cs	Giardia kill	USP2a inh	PKM2 activator
CC1CCCCC1NC(=O)/C(C#N)=C/c1ccc(F)c(F)c1 (stereo not given)	16%	0%	-3	-4	25	-0.6%	9%	1	7	-7%	-12%
COc1ccc(N(CC(=O)NC2CCCCCC2)S(=O)(=O)c2ccccc2)cc1Cl	2%	2%	-4	-7	28	-0.1%	·	·	14	-12%	0%
Cc1ccc(C(=O)COC(=O)CCN2C(=O)C3C4CCC(C4)C3C2=O)cc1[N+](=O)[O-] (stereo not given)	21%	-6%	-4	4	1	-0.6%	·	·	-4	1%	·
CC1=C(Sc2ccccn2)C(=O)NC(C)(C)C1	1%	-3%	-13	-11	1	-0.3%	3%	0	-6	-1%	-3%
O=CNCC(=O)NC1CCCCCC1	0%	4%	10	5	-5	-0.3%	-17%	2	-3	-1%	-1%
Cc1c(C(=O)N2CCCCC2)c(S(=O)(=O)NCCc2ccccc2)c(C)n1C	17%	-2%	-12	3	0	-0.3%	·	·	-12	-7%	·
